Compound activity (PubChem BioAssay)
Coupling enz: coupling enzyme interference in Giardia aldolase counter-screen | activity change, negative = inhibition, % at 58.2 µM, hits read low | AID 2472 | coupling enzyme system counterscreen, AmpLite Red fluorescence | 290,000 tested, 0.67% active; in the data active = activity change below about -30%
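Coupling enzymes only (glyceraldehyde-3-phosphate) + compound, at 57.5 uM final, 10 min RT; add substrate/coupling/AmpLite Red mix, 20 min RT; fluorescence ex 525/em 598 nm. Actives flag coupling-system interference.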
GALK inhibitor: blocks human galactokinase activity; Purified GALK, Kinase-Glo residual ATP luminescence; Potency, µM (top dose mostly 57.5 µM), for inactives: at the highest dose activity change, negative = inhibition, hits mostly inhibitors; AID 1868; 270,000 tested, 0.007% active; P51570; note: potency is the fitted concentration of half-maximal effect
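Compounds were pin-transferred into ATP buffer (35 uM final), then GALK plus galactose (5 nM, 100 uM final) was added. After 1 h at room temperature, Kinase-Glo Plus was added and luminescence read after 10 min.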
PKM2 activator: increases activity of human pyruvate kinase M2 | Potency, µM (highest dose often 57.5 µM), inactives show at the top dose activation, actives largely listed as activators | AID 1631 | purified PKM2, Kinase-Glo ATP luminescence, activation; response scale: 0% is enzyme alone, no compound | P14618 | 260,000 tested, 0.34% active; note: potency is the fitted concentration of half-maximal effect; nearly all actives have a fitted effect of over 55% in size
Target sequence (P14618 whole entry, looked up): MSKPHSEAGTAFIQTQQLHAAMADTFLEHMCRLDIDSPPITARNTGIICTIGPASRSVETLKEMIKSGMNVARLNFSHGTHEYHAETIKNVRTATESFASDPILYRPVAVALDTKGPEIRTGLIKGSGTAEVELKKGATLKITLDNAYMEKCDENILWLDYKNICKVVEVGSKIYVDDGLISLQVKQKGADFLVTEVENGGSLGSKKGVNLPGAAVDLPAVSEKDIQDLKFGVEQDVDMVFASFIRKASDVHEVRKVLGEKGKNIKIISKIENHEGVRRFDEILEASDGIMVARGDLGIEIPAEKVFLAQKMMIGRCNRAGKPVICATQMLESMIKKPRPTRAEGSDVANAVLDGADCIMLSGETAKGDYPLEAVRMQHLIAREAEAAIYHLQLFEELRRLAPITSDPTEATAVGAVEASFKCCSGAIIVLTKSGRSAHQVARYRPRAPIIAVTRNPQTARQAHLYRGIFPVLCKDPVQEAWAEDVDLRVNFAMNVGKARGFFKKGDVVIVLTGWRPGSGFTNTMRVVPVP
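hPK-M2, >95% pure; 0.1 mM ADP / 0.5 mM PEP final; imidazole pH7.2 buffer w/ 7 mM MgCl2, 50 mM KCl; 1 h RT; Kinase-Glo lum. Intermediate enzyme activity for dual inhibitor/activator qHTS.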
Eya2 inh: inhibitors of human Eya2 phosphatase activity; recombinant Eya2, OMFP fluorescence dephosphorylation (OMFP is methylfluorescein phosphate); O00167; 330,000 tested, 0.006% active; Potency, µM (series often up to 76.9 µM), without a hit: at the top dose activity, negative = inhibition, most hits filed as inhibitors; note: potency is the fitted concentration of half-maximal effect
Target sequence (O00167 whole entry, looked up): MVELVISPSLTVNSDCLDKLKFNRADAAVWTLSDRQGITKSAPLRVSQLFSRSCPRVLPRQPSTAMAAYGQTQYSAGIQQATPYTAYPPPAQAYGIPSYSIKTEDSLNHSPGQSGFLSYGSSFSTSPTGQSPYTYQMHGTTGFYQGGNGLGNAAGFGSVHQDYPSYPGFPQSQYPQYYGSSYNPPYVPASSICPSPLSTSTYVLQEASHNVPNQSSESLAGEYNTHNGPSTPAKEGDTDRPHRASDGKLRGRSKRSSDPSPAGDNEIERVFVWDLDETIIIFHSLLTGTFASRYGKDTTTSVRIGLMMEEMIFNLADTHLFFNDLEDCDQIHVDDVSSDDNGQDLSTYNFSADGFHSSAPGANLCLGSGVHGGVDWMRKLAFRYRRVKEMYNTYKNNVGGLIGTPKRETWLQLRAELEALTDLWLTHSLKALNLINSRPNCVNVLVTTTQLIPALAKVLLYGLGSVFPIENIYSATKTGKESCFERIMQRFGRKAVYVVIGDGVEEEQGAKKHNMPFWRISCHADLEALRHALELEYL
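Eya2 protein (added as 0.2 uM solution) was preincubated with compound for 10 min at ambient temperature in 50 mM HEPES pH 7.5, 50 mM NaCl, 5 uM MgCl2, 0.05% BSA, 1 mM DTT. OMFP (added at 50 uM) then reacted 10 min; fluorescence read at 485/525 nm.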
USP2a block: inhibitors of human ubiquitin-specific protease USP2a. O75604. USP2 core, Ub-CHOP2 coupled fluorogenic reporter, 485/531. Potency, µM (series often up to 38.3 µM), for the others: top-dose activity change, negative = inhibition, hits mostly inhibitors. 330,000 tested, 0.01% active. AID 463254;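 note: potency is the fitted concentration of half-maximal effect; plate controls were DMSO wells for no effect and full inhibition by NEM control for full effect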
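Cell-free coupled assay: 10nM USP2 core preincubated 30min RT with compound in Tris-HCl pH 8.0/CaCl2/CHAPS buffer, then 25nM Ub-CHOP2 and 25nM reporter substrate; fluorescence (Ex 485/Em 531) read after 60min RT, normalized to NEM inhibition, concentration-response curves fitted.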
BCR signal inh: blocks chronic active B-cell receptor signaling; ABC-DLBCL IkBa-CBG/CBR reporter, luminescence ratio, 4 h; Potency, µM (titrated, usually from 46.1 µM), for the others: top-dose ratio change, negative = lower green/red ratio, most hits filed as inhibitors; 340,000 tested, 0.05% active; active = well fitted inhibition curve with a large enough effect in the signal ratio, with a control signal flat, not every such curve was filed as active; inconclusive = small, poorly fitted or top-dose-only effect, or effect the other way, or a change in a side signal; the % refers to the signal ratio;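 note: potency is the fitted concentration of half-maximal effect; plate controls were basal doxycycline-induced cells for no effect and cells given 10 µM MG132 for full effect; MG132 reads +100%, hits lower the ratio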
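Cell line TMD8 (human ABC DLBCL), stably expressing tet-inducible CBG68-IkBa fusion and CBR; IMDM/0.5% FBS; cpd up to 46 uM; dox induction, 4 h, 37C/5% CO2; dual luminescence; green/red ratio; MG132 control.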
Giardia kill: kills Giardia lamblia | AID 540267 | activity change, % at 7.66 µM, hits read low | 340,000 tested, 0.15% active | Giardia lamblia trophozoite viability; in the data active = activity change below about -80%; inconclusive = between about -30% and that limit;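 note: parasites exposed to compound for two days anaerobically before the ATP read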
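Luminescence from cellular ATP indicates surviving trophozoites (100 cells/well) following 48 hrs anaerobic compound treatment at 37 deg C; signal develops 15-30 min at room temperature.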
hERG WT inh: blocks the wildtype human KCNH2 potassium channel; Q12809; U2OS, BacMam KCNH2, thallium flux FluxOr; stronger effect = lower value; activity change, % at 1.84 µM; 340,000 tested, 0.37% active; AID 720551;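 active = maximum activity change below -70%; inconclusive = maximum activity change between -70% and -50%; inactive = maximum activity change above -50%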
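U2OS cells were transduced with wild-type KCNH2 virus (2.03 x 10^8 / mL) for 4 h at room temperature, then cultured overnight at 37 C. Thallium flux was read with FluxOr dye. Rate constants were normalized to DMSO controls.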
uPA surface inh: blocks generation of uPA at the cell surface | 330,000 tested, 0.31% active | Potency, µM (doses to about 38.3 µM), for inactives: top-dose activity change, negative = inhibition, actives largely listed as inhibitors | cell surface uPA generation assay, qHTS; active = well fitted inhibition curve with a large enough effect; inconclusive = small, poorly fitted or top-dose-only effect; inactive = no such curve, though single readings can be large or run the other way; tested in mouse RAW 264.7 cells; note: potency is the fitted concentration of half-maximal effect; nearly all actives have a fitted effect of over 55% in size
KCNH2 3.1 block: KCNH2 3.1 (human) potassium channel inhibition; activity change, % (tested at about 1.8 µM); AID 720553; U2OS KCNH2 3.1, thallium flux FluxOr; stronger effect = lower value; 340,000 tested, 0.95% active;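 active = maximum activity change below -70%; inconclusive = maximum activity change from -70% to -50%; inactive = maximum activity change above -50%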;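 note: thallium influx rate constant from kinetic fluorescence after stimulation buffer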
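Kinetic fluorescence (2 min after stimulation buffer) measures Tl+ influx through KCNH2 3.1 expressed by viral transduction in U2OS cells; the rate constant is normalized against DMSO controls serving as positive and negative references.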
B2AR arrestin: beta2AR (human) beta-arrestin recruitment activity | P07550 | beta-arrestin recruitment to beta2AR, cell-based reporter | Potency, µM (doses to about 46.1 µM), for inactives: top-dose activation, usual class: activators | 330,000 tested, 0.02% active | AID 492947;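 note: potency is the fitted concentration of half-maximal effect; 0% = DMSO controls and full agonism = EC100 isoproterenol or metaproterenol; nearly all actives have a fitted effect of over 65% in size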
* = called active by the depositor; i = inactive; ? = inconclusive; nt = not tested or not shown; & = joins results of further samples; [ ] = another dose, or the depositor's remark. Unless noted, calls come from the whole dose curve; as a rule, active = well fitted curve in the direction sought with a large enough effect; inconclusive = small, poorly fitted or top-dose-only effect, or another doubt; inactive = no such curve, though single readings can be large; an effect the other way counts as inactive or inconclusive. Unless noted, % is set by controls: 0 for no effect and ±100 for the full control effect.

SMILES	Coupling enz	GALK inhibitor	PKM2 activator	Eya2 inh	USP2a block	BCR signal inh	Giardia kill	hERG WT inh	uPA surface inh	KCNH2 3.1 block	B2AR arrestin
CCC(=NCCc1c(C)[nH]c2ccccc12)C1=C(O)CC(c2ccccc2)CC1=O (stereo unspecified)	-3.4	0.8%	-6.8%	2.3%	-0.7%	-2.0%	13.4	7.3	?	-6.6	-0.5%
Cc1ccc([N+](=O)[O-])c(OCCN2C(=O)NC(C)(C)C2=O)c1	1.7	0.2%	-4.0%	-0.5%	0.2%	-8.0%	3.8	nt	6.7%	51.1	-0.1%
Cc1n[nH]c(=S)n1-c1ccc(Cl)cc1	1.3	-1.4%	-4.4%	-2.6%	12.2%	?	17.9	1.1	-4.3%	-8.3	0.2%
CCn1cc(Br)c(C(=O)N2CCN(c3ccccc3)CC2)n1	-0.4	-0.8%	9.3%	nt	nt	nt	-3.5	-26.9	4.9%	-1.8	nt
COCC(=O)Nc1ccc2nc3n(c(=O)c2c1)CCCCC3	2.9	-2.3%	1.0%	6.2%	-2.0%	?	14.5	2.3	-0.1%	-10.5	-0.3%
CCOc1ccc(N2CC(C(=O)N3CCCC3)CC2=O)cc1 (stereo unspecified)	-1.1	16.5%	-4.8%	-3.4%	-0.9%	8.7%	?	-4.7	-1.2%	-1.9	0.2%
Cc1cccc(NC(=S)NNc2ncc(C(F)(F)F)cc2Cl)c1	0.9	-1.8%	-5.5%	-3.4%	2.7%	1.4%	?	-8.3	-3.9%	2.7	-0.9%
Cc1ccccc1NC(=O)CCc1nnc2ccc(N3CCC4(CC3)OCCO4)nn12	nt	5.7%	nt	3.5%	2.5%	-0.5%	1.7	-8.1	-0.3%	-10.8	4.0%
CC(C)C(C(=O)N1CCN(Cc2ccccc2)CC1)c1ccccc1 (stereo unspecified)	1.4	-2.1%	nt	-3.2%	1.7%	1.9%	7.7	7.1	1.4%	3.6	0.3%
CC(C)[C@H]1COCCS(=O)(=O)N1Cc1ccccc1-c1cccc2c1oc1ccccc12	nt	nt	nt	-17.9%	-1.6%	4.0%	10.8	-4.6	-18.8%	7.8	-0.5%
COc1ccc(NC(=O)COC(=O)C2CCCCC2)c([N+](=O)[O-])c1	2.2	0.5%	5.0%	6.7%	2.3%	-9.8%	-9.2	14.0	-0.5%	4.4	-0.4%
Cc1ccnc(NS(=O)(=O)c2ccccc2)n1	2.1	-1.4%	-1.8%	7.9%	0.2%	-0.4%	-10.8	39.9	5.6%	-6.5	-0.3%
Cc1ccc2nsnc2c1S(=O)(=O)Nc1cccc2nsnc12	-34.0*	4.4%	23.1%	1.4%	-1.3%	1.2%	-3.8	-12.5	0.8%	5.6	0.2%
O=C(NCCc1c[nH]c2ccccc12)c1ccc(Cl)cc1	0.8	-5.0%	0.4%[11.5 µM]	-12.4%	-1.9%	-7.5%	4.5	-11.7	-22.2%	21.7	-0.1%
CCCCCOc1ccc(NC2=CC(=O)CCC2)cc1	-1.1	1.5%	nt	-22.9%	1.5%	0.0%	24.7	-10.6	-14.6%	2.7	4.0%
Cc1nc2ccc(NC(=O)c3cccc(S(=O)(=O)N(C)c4ccccc4)c3)cc2s1	-1.7	0.1%	-7.9%	0.5%	0.4%	2.5%	12.6	7.6	-8.2%	-31.1	-1.6%
CC(C)N1C(=O)/C(=C\c2nc3ccccc3c(=O)n2-c2ccccc2)c2ccccc21	-7.5	2.0%	11.3%	-8.5%	-2.3%	?	-3.2	-8.9	-8.8%	-13.0	3.7%
Cc1ccc(-n2nc(C)c3c(C)c(CCC(=O)NCc4ccccc4)c(C)nc32)cc1	-0.2	1.7%	-14.6%	17.7%	0.6%	?	-2.4	-3.6	13.2%	-107.3*	0.0%
CC(C)(C)C1CCC(=NNC(=O)C(=O)NC2CCCCC2)CC1 (stereo unspecified)	0.4	1.2%	-2.5%	-3.6%	1.9%	-5.6%	-8.1	-2.2	2.6%	1.4	0.2%
O=C(CCc1c[nH]c2ccccc12)NCCc1ccc(Cl)cc1	0.0	-1.3%	-1.7%	-6.5%	-2.4%	?	-17.7	-14.8	-0.6%	-3.7	0.1%
Cc1ccc(S(=O)(=O)N2CCCCC2)cc1NC(=O)COc1ccccc1	nt	nt	nt	-1.8%	0.9%	1.0%	-1.5	-14.0	-1.1%	-20.9	-1.0%
Cc1nc2ncnn2c(C)c1CCC(=O)N1CCCCC1	1.6	-2.0%	-1.3%	10.7%	-1.1%	12.5%	11.9	-2.5	3.9%	-3.1	-0.5%
CC1CCN(C(=O)Cn2c(=O)c3cccn3c3ccccc32)CC1	nt	-1.0%	nt	-3.5%	1.8%	1.0%	-27.3	3.9	-1.6%	16.0	0.1%
O=C(COc1ncnc2scc(-c3ccc(Cl)cc3)c12)NCc1ccco1	3.1	-1.0%	-0.1%	2.5%	2.6%	0.7%	-15.6	-26.2	-3.4%	-3.0	-0.4%
O=c1nccc(NCc2ccco2)[nH]1	1.5	5.6%	1.8%	1.7%	1.1%	?	-6.1&12.9	6.6	-3.4%	-1.8	-0.2%
CN(c1ccccc1)S(=O)(=O)c1ccc(NC(=S)NC(=O)c2ccccc2)cc1	2.6	-0.1%	-10.3%	-4.0%	-0.8%	?	12.2	-3.3	1.1%	-7.4	-0.2%
COc1ccc2c(c1)O[C@@H](c1cccc(C(F)(F)F)c1)[C@H](OC(=O)NCCc1ccc(OC)c(OC)c1)C2=O	-4.5&-3.0	nt	-2.2%	1.4%	0.8%	-6.4%	nt	nt	nt	nt	-0.1%
NC(N)=Nc1nc(-c2ccccc2)c2cc(Cl)ccc2n1	0.6	5.3%	3.6%	-13.9%	-6.9%	?	-11.3	-2.3	-17.3%	-3.2	0.1%
O=S(=O)(CCN1CCOCC1)c1ccc(OC(F)(F)F)cc1	0.1	-0.2%	nt	8.2%	-1.5%	-5.5%	25.1	1.8	-26.0%	-5.9	-0.5%
O=C(CCS(=O)(=O)c1ccccc1)Nc1ccc(Cl)cn1	-0.7	15.9%	-0.9%	3.0%	-1.7%	1.9%	-8.8	-11.7	0.1%	24.3	0.2%
CCN(C[C@H]1N[C@@](C)(C(=O)OC)[C@H]2C(=O)N(Cc3ccccc3)C(=O)[C@@H]12)C(=O)COC	nt	nt	nt	9.8%	-0.6%	?	-20.5	-1.8	6.4%	-0.9	-1.0%
Cc1cc(=O)oc2cc(OCC(=O)N3CCCC3)c(Cl)cc12	nt	nt	nt	-5.5%	-0.2%	1.4%	-4.3	-2.0	1.5%	-18.5	0.0%
CC(=O)c1cccc(NC(=S)NC(=O)c2ccc(Cl)cc2)c1	1.6	1.1%	-5.1%	0.8%	1.0%	-1.2%	-18.2	35.2	-13.0%	2.1	0.1%
CN(C)CCCNc1ncnc2c1cnn2-c1ccccc1	4.0	2.0%	-11.8%	13.8%	2.6%	?	5.0	-0.6	-6.3%	6.6	-0.3%
O=C(CSc1nnc(-c2ccco2)n1Cc1ccccc1)NCc1ccccc1	1.9	-2.2%	-0.3%	4.4%	1.1%	-7.8%	-0.3	2.0	-0.5%	5.5	0.0%
CCCCCCNC(=O)Nc1ccccc1	2.5	1.8%	-0.6%	-1.9%	-1.4%	-10.3%	-6.2	-18.6	nt	-8.6	0.5%
NC(=O)c1cc2ccc(O)cc2oc1=Nc1ccccc1	10.3	-1.1%	-15.4%	-0.2%	-7.1%	?	-6.1	-0.2	-5.2%	5.3	-0.4%
CCOc1ccc(-n2ccnc(SCC(=O)Nc3cccc(OC)c3)c2=O)cc1	nt	nt	nt	-10.6%	0.5%	9.7%	27.8	5.3	4.1%	9.7	0.1%
O=C(Nc1ccccc1Cl)NC1CCCCCCC1	nt	-6.8%	-3.7%	-3.6%	2.2%	2.2%	5.0	-17.3	-1.6%	2.8	0.0%
CNC(=S)NNc1nc(N2CCOCC2)nc(N2CCOCC2)n1	0.7	5.3%	-8.6%	-2.3%	-1.1%	-0.4%	3.9	3.1	3.2%	-0.4	0.1%
COc1ccc(C)cc1NC(=O)CCC(=O)Nc1nnc(C2CCCCC2)s1	0.0	-1.7%	4.6%[0.46 µM]	-24.3%	0.3%	1.6%	12.7	24.3	-4.9%	11.2	0.1%
O=C(N/N=C/c1c(O)ccc2ccccc12)c1ccc[n+](CCO)c1	-5.8	-2.0%	-2.5%	-2.6%	3.0%	-0.4%	11.1	i	-1.0%	1.5	-0.1%
O=C1CC(c2ccccc2)CC(O)=C1C=NCc1ccc(Cl)cc1 (stereo unspecified)	4.2	0.8%	2.5%	23.6%	-1.2%	-4.8%	26.5	8.3	-0.4%	-14.6	0.5%
CC(=O)c1ccc(OCc2cc(C(=O)NCCN3CCCC(O)C3)no2)cc1 (stereo unspecified)	nt	0.6%	nt	8.0%	-0.1%	1.3%	8.7	-30.6	12.8%	17.9	0.0%
